# Source: PubChem BioAssay (several laboratories)
# PRMT1 FP inh: blocks human protein arginine methyltransferase 1 | 370,000 compounds, 1.3% hits | inhibition, % at 2.79 µM | recombinant PRMT1, activity-based probe fluorescence polarization;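 active = inhibition above about 21% made by adding two undisclosed values, limit read from the data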
# rCAG RNA binder: binds r(CAG) RNA repeats | AID 651821 | 370,000 compounds, 1.3% hits | r(CAG) RNA repeat, TO-PRO-1 dye displacement fluorescence | inhibition, % at 3 µM;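 active = inhibition above the plate cutoff, the mean of all test compounds on that plate plus 3 SD, cut at about 35% in these data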;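 also: 0% = DMSO alone and 100% = 100 µM mitoxantrone as full dye displacement; higher means more dye released from RNA so lower well fluorescence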
# mABHD4 FP: ABHD4 (mouse) inhibition, primary FP screen | Q8VD66 | purified mABHD4, FP-Rh probe fluorescence polarization | inhibition, % at 8.92 µM | 370,000 compounds, 0.54% hits | AID 720543;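 active = inhibition exceeding the mean over every tested compound plus 3 SD, cut at about 30% in these data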;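 also: 0% = plate median of compound wells and 100% = S159A mutant with DMSO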
#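 system = mouse ABHD4 enzyme, wild type | medium = HEPES pH 7.0, NaCl, Pluronic buffer | also added = FP-Rh probe | incubation = Enzyme–compound pre-incubation 45 min, then probe 60 min, both 25 °C | technique = fluorescence polarization, excitation 525 nm, emission 598 nm, BODIPY TMR filters | controls = S159A mutant high control, sample median low control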
# NPR1 activator: GC-A (human) enzyme activation; AID 1671463; HEK293 GC-A cells, cGMP TR-FRET, EC30 ANP; 0% at EC30 ANP, 100% saturating ANP; 370,000 compounds, 0.14% hits; activation, % at 10 µM; in the data active = activation above about 40%
# Target sequence (P16066 whole entry, looked up): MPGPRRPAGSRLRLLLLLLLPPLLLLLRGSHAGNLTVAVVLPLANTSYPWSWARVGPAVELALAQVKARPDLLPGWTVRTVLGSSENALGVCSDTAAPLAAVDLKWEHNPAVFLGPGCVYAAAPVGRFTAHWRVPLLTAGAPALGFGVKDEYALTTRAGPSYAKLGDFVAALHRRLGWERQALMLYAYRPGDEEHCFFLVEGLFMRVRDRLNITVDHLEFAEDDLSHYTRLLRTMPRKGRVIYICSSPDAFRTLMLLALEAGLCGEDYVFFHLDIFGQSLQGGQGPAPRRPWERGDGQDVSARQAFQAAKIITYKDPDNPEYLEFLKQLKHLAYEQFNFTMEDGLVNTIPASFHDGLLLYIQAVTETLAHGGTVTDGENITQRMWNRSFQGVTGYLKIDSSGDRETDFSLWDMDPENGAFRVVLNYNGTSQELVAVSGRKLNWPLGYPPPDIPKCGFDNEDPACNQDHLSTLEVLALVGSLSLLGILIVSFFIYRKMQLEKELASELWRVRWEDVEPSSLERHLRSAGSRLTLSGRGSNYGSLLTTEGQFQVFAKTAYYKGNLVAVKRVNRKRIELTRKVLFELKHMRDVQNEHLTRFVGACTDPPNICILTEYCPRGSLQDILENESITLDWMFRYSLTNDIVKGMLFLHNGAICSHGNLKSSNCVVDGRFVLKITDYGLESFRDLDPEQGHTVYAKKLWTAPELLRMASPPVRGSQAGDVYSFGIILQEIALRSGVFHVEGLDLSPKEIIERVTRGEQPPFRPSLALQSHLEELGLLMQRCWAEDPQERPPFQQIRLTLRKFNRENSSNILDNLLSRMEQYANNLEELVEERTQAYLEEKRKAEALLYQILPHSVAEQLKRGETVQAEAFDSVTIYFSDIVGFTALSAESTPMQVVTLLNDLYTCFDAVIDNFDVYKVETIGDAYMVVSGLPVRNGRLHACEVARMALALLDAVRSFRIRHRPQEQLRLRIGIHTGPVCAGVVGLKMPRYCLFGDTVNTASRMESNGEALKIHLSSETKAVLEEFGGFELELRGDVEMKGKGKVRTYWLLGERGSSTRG
# GC-B act: GC-B (human) receptor activation; AID 1920062; 370,000 compounds, 0.11% hits; P20594; HEK293-GC-B cells, CNP EC30, cGMP TR-FRET; 0% at EC30 CNP, 100% saturating CNP; activation, % at 10 µM;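 active = activation at 10 µM reaching about 35% in either raw or pattern-adjusted values, limit read from the data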
# UHRF1 binding: UHRF1 methyl-DNA binding inhibition; UHRF1 binding to methylated oligo, TR-FRET; 370,000 compounds, 0.75% hits; Q96T88; inhibition, % at 4.4 µM; in the data active = inhibition above about 21%;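 also: UHRF1 SRA domain binding a hemimethylated CpG hairpin DNA probe; 0% = median of test compound wells and 100% = reference inhibitor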
# MBD2 inh: MBD2-methylated oligo binding inhibition. 370,000 compounds, 0.31% hits. TR-FRET, MBD2 binding to methylated oligonucleotide. inhibition, % at 4.4 µM. Q9UBB5. AID 686964; in the data active = inhibition above about 13%
# HTRA1 inh: blocks human HTRA1 serine peptidase | 340,000 compounds, 0.5% hits | recombinant HTRA1, FP-rhodamine activity-based probe, fluorescence polarization | AID 504803 | inhibition, % at 5.96 µM; in the data active = inhibition above about 36%;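 also: 0% = enzyme with DMSO and 100% = wells lacking enzyme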
# SIAE inh: blocks human sialic acid acetylesterase | Q9HAT2 | SIAE FP-Rh probe binding, fluorescence polarization | inhibition, % at 9.66 µM | 370,000 compounds, 0.69% hits;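 active = inhibition above a cutoff: mean of compounds within the control limits plus 3 SD of those, cut at about 17% in these data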;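 also: 0% = plate median of compound wells and 100% = probe without SIAE protein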
# TCR-CD3 inh: blocks the human TCR-CD3 interaction; TAMRA-labeled TCR probe fluorescence, biochemical; inhibition, % at 9.4 µM; 360,000 compounds, 0.37% hits; in the data active = inhibition above about 19%;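 also: recombinant mutant TCR 2C K166C tagged with TAMRA read by polarization; 0% = receptor in buffer alone and 100% = receptor with positive control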
# Active calls of the source: *; . = not tested or not shown. Not all compounds are listed; rates above refer to the full screens.
SMILES,PRMT1 FP inh,rCAG RNA binder,mABHD4 FP,NPR1 activator,GC-B act,UHRF1 binding,MBD2 inh,HTRA1 inh,SIAE inh,TCR-CD3 inh
CC1(C)CC(=O)C/C(=N\NC(=O)CCc2ccc(S(=O)(=O)N3CCOCC3)cc2)C1,2,2,7,-2,0,-3,-4,-2,14,3
O=C(COC(=O)c1cc(S(=O)(=O)N2CCCCC2)ccc1N1CCOCC1)NC1CCS(=O)(=O)C1 (stereo not given),4,-1,6,3,-1,1,-2,-3,-12,-3
O=c1[nH][nH]c(-c2ccccc2O)c1C(C[N+](=O)[O-])c1ccccc1 (stereo not given),0,3,9,-2,8,-8,-6,5,6,3
Cc1ccc(-n2ncc3c2CCCC3NC(=O)c2ocnc2C)cc1C (stereo not given),-5,-7,5,0,-10,0,2,2,3,3
CN(Cc1cccc2cnccc12)C(=O)CCc1nnc(CCc2ccccc2)o1,4,-7,-3,-2,-11,3,-1,-5,-2,-7
O=C(CSc1ncnc2c1nnn2Cc1ccccc1F)N1CCN(c2ccccc2)CC1,3,-2,2,1,4,3,-7,3,1,-11
COc1ccc(O)c(/C=N/NC(=O)c2ccc(OCc3cccc(Br)c3)cc2)c1,-3,4,9,-2,-6,-2,4,22,3,8
COC(=O)c1ccc2cc(OC)c(OC)cc2c1,0,-1,-2,-3,-3,-3,-4,-6,1,-1
COc1ccc(NC(=O)c2ccccc2NS(=O)(=O)c2ccc(CNC(C)=O)cc2)c(OC)c1,3,13,-2,1,-2,0,2,5,-3,3
Cc1cc(C)cc(NC(=O)C2CCN(C(=O)[C@@H]3Cc4ccccc4CN3)CC2)c1,0,-6,6,-4,-6,0,-4,1,4,5
O=Cc1c(Cl)[nH]c(=O)n1-c1ccccc1,-1,0,-1,-1,3,-3,6,.,4,-4
O=C(Nc1cccc(O)c1)c1cccc(S(=O)(=O)Nc2cccc(O)c2)c1,1,4,-6,-3,-1,-1,2,-9,-4,1
COc1ccc(CNC(=O)C2CCN(C(=O)[C@@H]3Cc4ccccc4CN3)CC2)cc1,1,-5,11,1,2,0,-1,2,9,-4
CCOC(=O)C(C)Oc1cccc2c(=O)n(CC(=O)NCCc3ccc(OC)c(OC)c3)ccc12 (stereo not given),0,-2,-1,0,0,2,0,-2,0,-6
O=C(NC1CCCC1)C(c1ccncc1)N(C(=O)c1ccco1)c1ccccc1 (stereo not given),-1,2,4,-7,0,-5,2,0,6,-2
c1ccc(-c2nc(NCc3cccnc3)c3oc4ccccc4c3n2)cc1,1,5,-42,4,-8,-2,0,-119,-36,3
CCN1C(=O)[C@H]2[C@@H](c3ccc(-c4ccccc4)c(OC)c3)N[C@@](Cc3ccccc3)(C(=O)OC)[C@H]2C1=O,0,4,-7,-3,0,-2,4,5,-1,3
CCOc1ccc(Nc2nc(N)nc(CSC(=S)N3CCN(c4ccccc4)CC3)n2)cc1,1,8,-5,-6,-6,-3,-3,-3,-3,3
COC(=O)c1ccccc1N1C(=O)[C@@H]2C(c3ccc(F)cc3)=NO[C@@H]2C1=O,-1,6,7,2,1,2,-3,8,0,4
Cc1ccc(C(NC(=O)C2CCN(Cc3ccc(Oc4ccccc4)cc3)CC2)c2ccccn2)cc1 (stereo not given),-2,1,2,-5,-1,-1,0,.,-1,4
CCN1C(=O)c2ccccc2S(=O)c2ccc(C(=O)N3CCCC3)cc21 (stereo not given),2,-1,-5,1,1,1,3,-2,-4,-5
CCc1cc2c(nc1CC)CCCN2Cc1ccc(Br)cc1,-3,2,3,2,-2,-5,-4,.,6,-5
CSC1=NSC2=NC(=O)/C(=C/c3coc4ccc(O)cc4c3=O)C(=N)N12,25*,-190,-12,-2,3,2,-6,17,-28,-10
Cc1nc(SCc2ccc(C(=O)O)cc2)c2c(C)c(C)sc2n1,0,19,-14,-3,-1,-1,1,-9,-8,7
COc1ccc(C(=O)C[n+]2ccc3c(c2)nc(Cc2ccccc2)n3C)cc1,29*,7,4,7,-1,4,5,.,-2,.
COc1ccc(-c2cn3cccnc3n2)cc1NC(=O)c1cc(OC)c(OC)c(OC)c1,1,-2,7,8,3,1,2,3,-2,-4
CCN1CCN(S(=O)(=O)c2ccc(Cl)c(C(=O)N(C)CCOc3ccc(Cl)cc3)c2)CC1,-6,-3,-1,-4,-3,-1,2,-3,20*,-1
COc1ccc(NC(=O)c2ccc(OC(=S)N(C)c3ccc(OC)cc3)cc2)cc1,1,1,3,-2,-9,1,0,4,-7,3
CCOc1ccc(OCC(O)CN2CCc3ccccc3C2)cc1 (stereo not given),-1,-8,1,1,2,0,-3,-3,9,5
NC(=O)CSc1nnc(-c2cccs2)n1Cc1ccco1,2,-6,-2,7,1,0,6,5,-10,1

# 2 records drawn at random from those above:
SMILES,PRMT1 FP inh,rCAG RNA binder,mABHD4 FP,NPR1 activator,GC-B act,UHRF1 binding,MBD2 inh,HTRA1 inh,SIAE inh,TCR-CD3 inh
CC1(C)CC(=O)C/C(=N\NC(=O)CCc2ccc(S(=O)(=O)N3CCOCC3)cc2)C1,2,2,7,-2,0,-3,-4,-2,14,3
CCN1C(=O)c2ccccc2S(=O)c2ccc(C(=O)N3CCCC3)cc21 (stereo not given),2,-1,-5,1,1,1,3,-2,-4,-5

# Remaining list, next part.
SMILES,PRMT1 FP inh,rCAG RNA binder,mABHD4 FP,NPR1 activator,GC-B act,UHRF1 binding,MBD2 inh,HTRA1 inh,SIAE inh,TCR-CD3 inh
CC(=NC1CCCCC1)c1ccc(O)cc1O,3,1,3,2,-1,10,7,4,7,6
Cc1cccc(/C=C2\CS/C(=C\c3cccc(C)c3)C2=O)c1,-1,8,-4,4,5,-2,2,-33,-2,-3
Cc1nc2c(OCc3cccc(Cl)c3)cccn2c1N(C)Cc1cccs1,-2,3,23,-4,1,-2,-6,.,7,-3
COc1ccc(-n2nc(C(=O)NCC(=O)N3CCC(C)CC3)c3ccccc3c2=O)cc1Cl,0,-1,1,0,2,-3,3,-23,-6,7
CCOC(=O)c1sc(NC(=O)C(CC)OC(=O)C(CC(C)C)NC(=O)c2ccccc2)nc1C (stereo not given),-2,2,-8,-12,-10,0,0,-4,-20,10
COc1ccc(CCNC(=O)C2CCCN(Cc3nc(-c4cccc(Cl)c4)oc3C)C2)cc1OC (stereo not given),-2,-5,0,-8,-5,0,-2,6,12,8
Cc1oc(C(C)(C)C)cc1C(=O)Nc1ccc2c(c1)OCO2,-2,-6,-1,1,-1,2,1,.,1,3
Cc1cc(C)n(-c2nncc(-c3ccccc3)n2)n1,-1,0,-2,8,-1,-2,0,-8,-7,1
CCOc1cc(/C=C2/C(=N)N3C=CSC3=NC2=O)ccc1OCCCOc1ccccc1C,0,2,-4,-11,-10,0,0,-16,-4,-9
COc1ccc(C(=O)NCCc2nnc3ccc(SCC(=O)Nc4ccccc4)nn23)cc1,3,4,2,-11,-8,2,0,-3,-6,2
COc1cccc(-c2cn(C[C@H]3CC[C@@H]([C@@H]4CC[C@H](Cn5cc(-c6cccc(OC)c6)nn5)O4)O3)nn2)c1,0,-3,-3,-5,-19,2,-5,-15,-3,6
O=C(NCc1ccco1)C(c1ccc(F)cc1)N(Cc1cccnc1)C(=O)Cn1nnc2ccccc21 (stereo not given),-1,-1,-4,3,-4,1,-4,-8,-4,4
COc1cccc(CN2CC(C(=O)NCCc3ccc(C)o3)CCC2=O)c1 (stereo not given),19,-4,6,4,5,-1,1,-2,0,-1
O=C(CS(=O)(=O)c1ccc(F)cc1)Nc1nnc(-c2ccccc2Cl)o1,-2,13,4,-1,3,-2,3,0,13,5
CN1CCN(c2ccc(C(CC(N)=O)NC(=O)Cc3cccc4ccccc34)cc2[N+](=O)[O-])CC1 (stereo not given),1,-3,2,2,10,-1,-3,6,10,-3
COc1cccc(NS(=O)(=O)c2ccc3[nH]cc(C(=O)NCCN4CCOCC4)c(=O)c3c2)c1,1,8,1,5,4,2,5,-5,-4,3
COc1cccc(N2CCN(c3ncnc4c3[nH]c3ccc(F)cc34)CC2C)c1 (stereo not given),5,6,0,-1,0,2,3,-18,19*,1
Cn1cc(-c2cnc3c(NC=O)cc(-c4cccc(C(F)(F)F)c4)cn23)cn1,0,2,12,10,31,-3,0,.,10,-9
Cc1ccc(C(C)NC(=O)c2cccnc2)cc1 (stereo not given),0,0,1,5,-1,2,3,-7,0,-3
CCN(Cc1ccccc1)C(=O)CCNS(=O)(=O)c1cc(Br)cnc1N,6,0,-11,-6,-5,3,7,-5,9,-3
Cc1cc(C)cc(N2CN=C3SCC(=O)N3C2)c1,-2,-5,6,-6,-9,-3,-6,-2,7,8
COc1ccc(C(=O)NC2CCCc3c2cnn3-c2cccc(C)c2C)c(OC)n1 (stereo not given),3,-8,-6,0,6,-1,-1,-16,7,6

# Among those listed so far, 14 have a halogen.
SMILES,PRMT1 FP inh,rCAG RNA binder,mABHD4 FP,NPR1 activator,GC-B act,UHRF1 binding,MBD2 inh,HTRA1 inh,SIAE inh,TCR-CD3 inh
O=C(CSc1ncnc2c1nnn2Cc1ccccc1F)N1CCN(c2ccccc2)CC1,3,-2,2,1,4,3,-7,3,1,-11
COc1ccc(O)c(/C=N/NC(=O)c2ccc(OCc3cccc(Br)c3)cc2)c1,-3,4,9,-2,-6,-2,4,22,3,8
O=Cc1c(Cl)[nH]c(=O)n1-c1ccccc1,-1,0,-1,-1,3,-3,6,.,4,-4
COC(=O)c1ccccc1N1C(=O)[C@@H]2C(c3ccc(F)cc3)=NO[C@@H]2C1=O,-1,6,7,2,1,2,-3,8,0,4
CCc1cc2c(nc1CC)CCCN2Cc1ccc(Br)cc1,-3,2,3,2,-2,-5,-4,.,6,-5
CCN1CCN(S(=O)(=O)c2ccc(Cl)c(C(=O)N(C)CCOc3ccc(Cl)cc3)c2)CC1,-6,-3,-1,-4,-3,-1,2,-3,20*,-1
Cc1nc2c(OCc3cccc(Cl)c3)cccn2c1N(C)Cc1cccs1,-2,3,23,-4,1,-2,-6,.,7,-3
COc1ccc(-n2nc(C(=O)NCC(=O)N3CCC(C)CC3)c3ccccc3c2=O)cc1Cl,0,-1,1,0,2,-3,3,-23,-6,7
COc1ccc(CCNC(=O)C2CCCN(Cc3nc(-c4cccc(Cl)c4)oc3C)C2)cc1OC (stereo not given),-2,-5,0,-8,-5,0,-2,6,12,8
O=C(NCc1ccco1)C(c1ccc(F)cc1)N(Cc1cccnc1)C(=O)Cn1nnc2ccccc21 (stereo not given),-1,-1,-4,3,-4,1,-4,-8,-4,4
O=C(CS(=O)(=O)c1ccc(F)cc1)Nc1nnc(-c2ccccc2Cl)o1,-2,13,4,-1,3,-2,3,0,13,5
COc1cccc(N2CCN(c3ncnc4c3[nH]c3ccc(F)cc34)CC2C)c1 (stereo not given),5,6,0,-1,0,2,3,-18,19*,1
Cn1cc(-c2cnc3c(NC=O)cc(-c4cccc(C(F)(F)F)c4)cn23)cn1,0,2,12,10,31,-3,0,.,10,-9
CCN(Cc1ccccc1)C(=O)CCNS(=O)(=O)c1cc(Br)cnc1N,6,0,-11,-6,-5,3,7,-5,9,-3
